High-throughput results: PubChem, several laboratories
N-glyco inh – blocks N-linked glycosylation in D54 reporter cells; reporter increase, % at 12.5 µM; D54 ERlucT glycosylation luciferase reporter, 24 h; percent of 100 nM tunicamycin response; 360,000 compounds, 0.23% hits;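 active means mean luciferase reporter signal, scaled so untreated is 0 and the glycosylation-blocking control 100, at or above a set limit in every replicate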;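 further: luciferase carries N-glycosylation sites so blocking glycosylation raises the light; 0% = median of neutral control wells and 100% = median of 100 nM tunicamycin wells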
CaV13 ICDI inh – Primary screen for inhibitors of IQ motif and Ca2+-dependent inactivation inhibitor domain binding in CACNA1D, Förster resonance energy transfer in living cells, …; inhibition, % at 12.3 µM; HEK cells, CFP/YFP FRET ICDI-IQ, plate reader, 10 min; percent FRET-ratio fall versus neutral wells; 340,000 compounds, 0.098% hits;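 active means mean replicate inhibition of at least 30% and at least 1% of replicates passing that level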;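 further: 0% = median of the neutral control wells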
H9c2 protect – myocardial damage modulation in H9c2 cells; H9c2 cardiomyocytes, H2O2 injury protection, ATPLite, 2 h; protection from H2O2 cell death, % at 20 µM; 360,000 compounds, 0.63% hits;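 active means compounds giving at least 50% protection of heart cells from peroxide-induced death in the single-dose screen, raw or plate-pattern-corrected value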;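 further: 0% = DMSO wells with peroxide and 100% = DMSO wells without peroxide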
HTR2A ag – agonists of mouse serotonin 5-HT2A receptor (HTR2A); P35363; CHO-K1 mHTR2A beta-arrestin complementation, luminescence; percent of 30 µM serotonin response; activation, % at 7.6 µM; 360,000 compounds, 0.66% hits;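 active means activation above a run cutoff, the mean activation of all tested compounds plus 3 SD, cut at about 14% in these data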;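 further: 0% = plate median of compound wells and 100% = 30 µM serotonin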
PDI inh – blocks human protein disulfide isomerase activity | P07237 | PDI insulin aggregation turbidity, A650, 90 min | 350,000 compounds, 0.052% hits | inhibition, % at 10 µM;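 active means mean inhibition across replicates of 30% or more, whatever share of single replicates reach that level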;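 further: absorbance from insulin aggregation driven by PDI reduction with DTT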
Granule exo inh – lytic granule exocytosis inhibition | TALL-104 LAMP-1 surface exposure, flow cytometry; cells stimulated with thapsigargin and PMA | inhibition, % at 10 µM | 360,000 compounds, 0.66% hits;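 active means inhibition above about 55%, limit read from the data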
MC4R antagonist – antagonists of human melanocortin 4 receptor (MC4R); P32245; MC4R-expressing cells, MTII-stimulated cAMP, LANCE TR-FRET; inhibition, % at 6.5 µM; 360,000 compounds, 0.48% hits;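 active means inhibition above its plate's cutoff, the mean of tested wells on that plate plus 3 SD, cut at about 29% in these data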;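 further: 0% = Melanotan II alone and 100% = Melanotan II plus saturating MCL0020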
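Assay system: U2OS cells stably expressing human melanocortin 4 receptor (MC4R) / Dosing: 6.5 µM / Timing: compound 30 min, challenge 1 h, detection 1 h / Measured by: Eu-cAMP/anti-cAMP TR-FRET, emission 671 nm / Replicates: singlicate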
ABCB6 inh MLPCN – inhibitors of human ABC transporter ABCB6; Q9NP58; K562-ABCB6 porphyrin accumulation, flow cytometry, 1 h; active compounds read low; fluorescence ratio to DMSO, % at 10 µM; 360,000 compounds, 0.19% hits; AID 602162;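 active means fluorescence ratio to DMSO below 75%, the collection mean minus 3 SD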;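 further: signal is porphyrin accumulated inside mitochondria; 100% equals median channel fluorescence of DMSO control wells; lower ratio means ABCB6 inhibition with less porphyrin fluorescence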
ABHD5-PLIN5 inh – blocks binding of human ABHD5 to perilipin-5 | Q00G26+Q8WTS1 | Split G. princeps luciferase complementation, luminescence, 4 h | inhibition, % at 4 µM | 360,000 compounds, 0.78% hits | AID 602281;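 active means inhibition above the mean inhibition across every tested compound plus 3 SD, cut at about 22% in these data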;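 further: 0% = DMSO only wells and the 100% control is not disclosed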
Target sequence (Q00G26 whole entry, looked up): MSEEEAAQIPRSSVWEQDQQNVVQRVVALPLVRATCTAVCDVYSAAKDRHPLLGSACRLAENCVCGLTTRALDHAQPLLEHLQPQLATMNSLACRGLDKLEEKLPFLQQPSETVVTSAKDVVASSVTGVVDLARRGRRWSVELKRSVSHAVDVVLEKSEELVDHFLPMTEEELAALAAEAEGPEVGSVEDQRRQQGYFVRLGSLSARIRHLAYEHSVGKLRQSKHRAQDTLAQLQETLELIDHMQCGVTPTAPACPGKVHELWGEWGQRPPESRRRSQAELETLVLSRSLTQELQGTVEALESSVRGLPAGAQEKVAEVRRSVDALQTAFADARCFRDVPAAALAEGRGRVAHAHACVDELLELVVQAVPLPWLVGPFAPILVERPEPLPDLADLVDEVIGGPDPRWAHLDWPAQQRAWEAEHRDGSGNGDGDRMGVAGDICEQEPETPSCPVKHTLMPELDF
Target sequence (Q8WTS1 whole entry, looked up): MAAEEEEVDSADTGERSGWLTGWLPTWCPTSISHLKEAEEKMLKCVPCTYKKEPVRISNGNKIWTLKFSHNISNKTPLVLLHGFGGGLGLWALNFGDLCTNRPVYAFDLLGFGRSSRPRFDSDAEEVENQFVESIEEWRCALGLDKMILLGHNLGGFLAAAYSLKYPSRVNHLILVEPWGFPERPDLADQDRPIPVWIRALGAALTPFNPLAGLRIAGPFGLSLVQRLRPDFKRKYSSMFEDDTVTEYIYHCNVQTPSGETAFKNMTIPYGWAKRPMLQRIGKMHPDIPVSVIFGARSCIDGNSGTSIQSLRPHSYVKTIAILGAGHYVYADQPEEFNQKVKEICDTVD
MC4R barr agon – human MC4R agonism via beta-arrestin; P32245; U2OS MC4R beta-arrestin complementation, luminescence; percent of melanotan II response, DMSO zero; activation, % at 8.9 µM; 360,000 compounds, 0.98% hits; AID 540308;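 active means activation above a per-plate cutoff, the mean activation of sample wells on that plate plus 3 SD, cut at about 8% in these data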
The depositor's hits bear a star; nt = not tested or not shown.

Start of the listing, in advance:
SMILES | N-glyco inh | CaV13 ICDI inh | H9c2 protect | HTR2A ag | PDI inh | Granule exo inh | MC4R antagonist | ABCB6 inh MLPCN | ABHD5-PLIN5 inh | MC4R barr agon
CC(C)NS(=O)(=O)c1ccc(NC(=O)CCc2ccccc2)cc1 | -1 | -7 | 3 | 0 | 2 | -3 | -3 | 93 | -1 | -0.7
COc1cc2c(cc1OC)C(c1cccc(Br)c1)CC(=O)N2 (stereo unspecified) | -2 | -4 | -5 | 7 | -5 | -3 | 1 | 98 | -4 | -0.9
CCN(C[C@H]1N[C@@](CC)(C(=O)OC)[C@H]2C(=O)N(C)C(=O)[C@@H]12)S(=O)(=O)c1ccc(OC)cc1 | 0 | -4 | 0 | -3 | 1 | 2 | 14 | 97 | 12 | -1.4
CCOC(=O)c1ccc(NC(=O)N2C3CCCC2CC(NC(C)=O)C3)cc1 (stereo unspecified) | 0 | -4 | -1 | 1 | 2 | 4 | 2 | 100 | 4 | -1.2
CCOc1ccc(CCN2C(=S)N([C@@H](CC(C)C)CN3CCCC3CN3C(=S)NC[C@@H]3CC(C)C)C[C@@H]2Cc2ccc(O)cc2)cc1 (stereo partly specified) | -12 | -8 | -7 | 3 | 8 | 3 | 2 | 94 | 5 | -1.6
Nc1nonc1-c1noc(CCCCCN2C(=O)c3ccccc3C2=O)n1 | 0 | -5 | -6 | -1 | 9 | 1 | 7 | 140 | 2 | 0.0

Main list, previewed entries included:
SMILES | N-glyco inh | CaV13 ICDI inh | H9c2 protect | HTR2A ag | PDI inh | Granule exo inh | MC4R antagonist | ABCB6 inh MLPCN | ABHD5-PLIN5 inh | MC4R barr agon
CC(C)NS(=O)(=O)c1ccc(NC(=O)CCc2ccccc2)cc1 | -1 | -7 | 3 | 0 | 2 | -3 | -3 | 93 | -1 | -0.7
COc1cc2c(cc1OC)C(c1cccc(Br)c1)CC(=O)N2 (stereo unspecified) | -2 | -4 | -5 | 7 | -5 | -3 | 1 | 98 | -4 | -0.9
CCN(C[C@H]1N[C@@](CC)(C(=O)OC)[C@H]2C(=O)N(C)C(=O)[C@@H]12)S(=O)(=O)c1ccc(OC)cc1 | 0 | -4 | 0 | -3 | 1 | 2 | 14 | 97 | 12 | -1.4
CCOC(=O)c1ccc(NC(=O)N2C3CCCC2CC(NC(C)=O)C3)cc1 (stereo unspecified) | 0 | -4 | -1 | 1 | 2 | 4 | 2 | 100 | 4 | -1.2
CCOc1ccc(CCN2C(=S)N([C@@H](CC(C)C)CN3CCCC3CN3C(=S)NC[C@@H]3CC(C)C)C[C@@H]2Cc2ccc(O)cc2)cc1 (stereo partly specified) | -12 | -8 | -7 | 3 | 8 | 3 | 2 | 94 | 5 | -1.6
Nc1nonc1-c1noc(CCCCCN2C(=O)c3ccccc3C2=O)n1 | 0 | -5 | -6 | -1 | 9 | 1 | 7 | 140 | 2 | 0.0
CN=C(Nc1ccc(Cl)cc1)c1ccc(C(F)(F)F)cc1 | -1 | -5 | -8 | -6 | 17 | -1 | -2 | 98 | 3 | 1.7
COc1ccc(OC)c2sc(N3CCN(c4ccccc4)CC3)nc12 | 2 | -5 | 1 | -2 | -1 | -1 | -4 | 99 | -3 | 1.2
Cc1oc2c(c(C)cc3oc(=O)c(CC(=O)N[C@H](C(=O)O)C(C)C)c(C)c32)c1C | 0 | -5 | 2 | 2 | 2 | 9 | 12 | 98 | 4 | -0.8
CCc1nc2c(OCc3cccc(Cl)c3)cccn2c1N(C)C(=O)C1CC1 | 4 | nt | -5 | 2 | -7 | -3 | -14 | 93 | 3 | -1.1
Cn1c(SCC(=O)NCc2ccc3c(c2)OCO3)nnc1C1COc2ccccc2O1 (stereo unspecified) | -1 | -4 | 16 | 1 | -6 | 0 | 5 | 103 | -4 | -0.3
O=C(COC(=O)c1ccncc1)Nc1cccc2ccccc12 | -2 | -14 | 11 | 11 | 10 | 1 | 1 | 99 | 4 | -0.2
NC(=S)N/N=C/c1ccccc1OCc1cccc(Cl)c1 | -7 | nt | -23 | 11 | -1 | 0 | -16 | 98 | -2 | 0.0
COc1ccc(CCNC(=O)CNC(=O)Cn2cnc3sc(C)c(C)c3c2=O)cc1OC | 2 | -4 | -1 | 3 | -6 | -2 | 11 | 97 | -2 | -3.5
Cn1c(CNS(=O)(=O)c2ccc(F)cc2)n[nH]c1=S | -1 | -4 | 1 | 1 | -7 | -4 | -2 | 94 | 4 | -0.2
COCCN1CSC(=S)N(Cc2ccco2)C1 | -4 | -4 | 0 | -3 | 1 | 1 | 8 | 92 | -12 | -1.5
COc1ccc(S(=O)(=O)N2Cc3ccccc3CC2C(=O)O)cc1 (stereo unspecified) | 2 | -5 | -4 | -1 | 1 | 3 | -2 | 89 | 2 | -0.5
O=C(N/C(=C\c1ccccc1)C(=O)N1CCOCC1)c1ccccc1Cl | 4 | -5 | -1 | 2 | 5 | -1 | 12 | 101 | 7 | -2.5
Cc1ccccc1NCN1C(=O)C2CCC(C)(C1=O)C2(C)C (stereo unspecified) | -1 | -6 | 8 | 0 | 1 | -2 | 12 | 92 | -3 | -1.4
COc1ccc(S(=O)(=O)N2CCCCC2)cc1NC(=O)C1CC1(Cl)Cl (stereo unspecified) | -1 | -4 | -5 | -10 | -1 | -7 | 7 | 98 | -1 | -0.8
CN(C)c1ccc(NC(=O)c2cccc(C(=O)Nc3ccc(N(C)C)cc3)n2)cc1 | -15 | -9 | -6 | -2 | 0 | 0 | 2 | 105 | -1 | 2.5
CCCCCOc1ccc(C(=O)NC(CCC)C(=O)O)cc1 (stereo unspecified) | 1 | nt | 5 | 1 | 15 | 0 | 4 | 105 | -2 | -1.9
O=C(CCCCn1c(=O)c2ccccc2n(CC(=O)NC2CCCC2)c1=O)NCc1ccco1 | 0 | 0 | -5 | 1 | 0 | 2 | 11 | 101 | 2 | -0.6
Cc1cc(C)n(C(=O)COc2ccc(Cl)cc2Cl)n1 | -1 | -5 | -5 | -2 | -3 | 3 | 17 | 100 | 0 | 1.4
COc1ccc(C(=O)NC(=S)NNC(=O)[C@H]2C[C@@H]2c2ccccc2)cc1OC | 23 | -5 | 36 | -6 | -4 | 10 | 4 | 101 | 11 | -2.4

The last 2 compounds of the part above open the next one:
SMILES | N-glyco inh | CaV13 ICDI inh | H9c2 protect | HTR2A ag | PDI inh | Granule exo inh | MC4R antagonist | ABCB6 inh MLPCN | ABHD5-PLIN5 inh | MC4R barr agon
Cc1cc(C)n(C(=O)COc2ccc(Cl)cc2Cl)n1 | -1 | -5 | -5 | -2 | -3 | 3 | 17 | 100 | 0 | 1.4
COc1ccc(C(=O)NC(=S)NNC(=O)[C@H]2C[C@@H]2c2ccccc2)cc1OC | 23 | -5 | 36 | -6 | -4 | 10 | 4 | 101 | 11 | -2.4
C=C[C@@H](c1ccccc1)[C@](C)(O)C(=O)O | nt | -12 | nt | 2 | nt | -4 | nt | nt | 2 | nt
CCc1cc2c(=O)c(-c3ccc4c(c3)OCCO4)coc2cc1OC(=O)c1ccco1 | -16 | -4 | -12 | -2 | 6 | 2 | 5 | 101 | -7 | -0.9
CCCc1nc2ccc(C)cn2c1Cc1cccc(F)c1 | -1 | -12 | -4 | -4 | nt | 2 | nt | 100 | -3 | nt
Cc1nn(Cc2ccccc2)c(Cl)c1/C=C/C(=O)OCC(=O)NC(C)C(C)C (stereo unspecified) | -1 | -6 | -4 | 4 | -7 | -1 | 2 | 94 | -1 | -2.9
CCN(CC)P1(=O)OC(c2cc(OC)c(OC)c(OC)c2)=Nc2c1c(C)nn2-c1ccccc1 (stereo unspecified) | -1 | -8 | 11 | 0 | -11 | 1 | -2 | 95 | -5 | -1.5
Cc1nc2nc(-c3ccco3)[nH]n2c(=O)c1Cc1ccccc1 | 1 | -2 | -15 | 1 | -4 | -4 | -3 | 100 | 8 | 0.7
Cc1ccc(NC(=O)CCC(=O)NNC(=O)c2ccco2)c(C)c1 | 3 | -4 | 2 | 2 | 1 | 0 | 4 | 106 | 2 | -0.7
CC(C)C[C@H]1CN(CCCC[C@H]2CNC(=O)C(=O)N2CCC2CCCCC2)C(=O)C(=O)N1CCc1ccccc1 | nt | -7 | nt | -6 | nt | 7 | nt | 99 | 4 | nt
CC(=O)OCC(=O)Nc1c(C)cc(C)cc1C | 3 | -2 | 7 | 5 | -3 | -4 | -3 | 86 | 1 | 1.0
CCC1(C)Cc2c(sc3[nH]c(=S)n(Cc4ccccc4)c(=O)c23)CO1 (stereo unspecified) | 1 | nt | 5 | 0 | -3 | -4 | 3 | 95 | -17 | -2.0
Cc1csc(SCC(=O)Nc2cc(C(C)(C)C)nn2-c2ccccc2)n1 | -3 | -4 | 6 | 0 | -4 | 2 | -3 | 91 | -3 | -0.6
Cc1ccccc1NC(=O)CC1(c2ccc(N(C)C)cc2)C(=O)c2ccccc2C1=O | nt | nt | -8 | 3 | 3 | 1 | 10 | 96 | 2 | -0.5
O=C1N/C(=N\N=C\c2ccc3ncccc3c2)SC1Cc1ccc(SC(F)F)cc1 (stereo unspecified) | -4 | -6 | 1 | 0 | -4 | -1 | 0 | 98 | -6 | 0.9
CCOC(=O)[C@]12CCC=C1N(Cc1ccc(Cl)cc1Cl)C(=O)[C@H](CC(=O)NCC13CC4CC(CC(C4)C1)C3)C2 | nt | -4 | nt | 3 | nt | -3 | nt | 95 | 8 | nt
C=CCN1C(=O)C2(OCCCO2)c2cc(CCCC)ccc21 | 0 | -3 | -7 | 7 | -2 | 4 | 0 | 98 | 3 | 0.9
CNC(=S)N1CCc2ccccc2C1 | 4 | -5 | -5 | -2 | -1 | -5 | -5 | 100 | 1 | -1.6
COc1ccc(NC(=S)NNC(=O)c2cccs2)cc1 | 2 | -6 | 0 | -2 | 1 | -2 | 5 | 90 | -7 | 0.7
O=S(=O)(CCSc1nc2ccccc2o1)c1nc2ccccc2s1 | -13 | -7 | -20 | -2 | 8 | -16 | -19 | 96 | 14 | -2.6
O=C(O)CCC(=O)Nc1ccc(OCC(=O)O)cc1 | 0 | -5 | 5 | 2 | 0 | -4 | 2 | 100 | 2 | -0.5
Cc1ccc(-c2nn(C)c(=O)c3ccccc23)cc1S(=O)(=O)N1CCOCC1 | 9 | -9 | 7 | -1 | 2 | -1 | 18 | 103 | 1 | -0.8
Cc1ccccc1NC(=O)CCCNC(=O)c1ccc(Cl)cc1 | 3 | -7 | -7 | 4 | -8 | -18 | 4 | 99 | -1 | -0.3
COc1ccc(CNS(=O)(=O)c2ccc(Br)s2)cc1 | 0 | -5 | -1 | -8 | -77 | 16 | 1 | 87 | -10 | -1.7
CC(CN1CCC(n2nccc2NC(=O)C2CCCC2)CC1)c1ccccc1 (stereo unspecified) | 1 | -6 | -3 | -6 | -34 | 0 | 0 | 99 | -1 | -3.7

Retrieved one by one from above:
SMILES | N-glyco inh | CaV13 ICDI inh | H9c2 protect | HTR2A ag | PDI inh | Granule exo inh | MC4R antagonist | ABCB6 inh MLPCN | ABHD5-PLIN5 inh | MC4R barr agon
C=CCN1C(=O)C2(OCCCO2)c2cc(CCCC)ccc21 | 0 | -3 | -7 | 7 | -2 | 4 | 0 | 98 | 3 | 0.9
CCc1cc2c(=O)c(-c3ccc4c(c3)OCCO4)coc2cc1OC(=O)c1ccco1 | -16 | -4 | -12 | -2 | 6 | 2 | 5 | 101 | -7 | -0.9
